Screening results from PubChem BioAssay.
PKA-R2B activ = activators of human PKA-R2B complex. P22694+P31323. PKA-R2B holoenzyme dissociation, Cy5-IP20 fluorescence polarization; R2B truncated from residue 108, S112A mutant; 0% DMSO only, 100% 113 µM cGMP. activation, % at 11.4 µM. 340,000 tested, 0.079% active;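 active means activation above a cutoff set at the mean over all compounds plus 3 SD, cut at about 18% in these data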;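 further: higher means more holoenzyme dissociation and a rise in polarization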
Keap1-Nrf2 PPI = disrupts human Keap1 binding to Nrf2 peptide; 340,000 tested, 0.15% active; Keap1 Kelch-Nrf2 peptide fluorescence polarization, 1536-well; inhibition, % at 9.4 µM; Q14145; AID 504523; in the data active means inhibition above about 12%;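 further: human Keap1 Kelch domain with fluorescein labeled Nrf2 9mer peptide probe; 0% = neutral control wells and 100% = peptide positive control; higher means more block of Keap1 binding to Nrf2 peptide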
Target sequence (Q14145 whole entry, looked up, the tested form may be a part): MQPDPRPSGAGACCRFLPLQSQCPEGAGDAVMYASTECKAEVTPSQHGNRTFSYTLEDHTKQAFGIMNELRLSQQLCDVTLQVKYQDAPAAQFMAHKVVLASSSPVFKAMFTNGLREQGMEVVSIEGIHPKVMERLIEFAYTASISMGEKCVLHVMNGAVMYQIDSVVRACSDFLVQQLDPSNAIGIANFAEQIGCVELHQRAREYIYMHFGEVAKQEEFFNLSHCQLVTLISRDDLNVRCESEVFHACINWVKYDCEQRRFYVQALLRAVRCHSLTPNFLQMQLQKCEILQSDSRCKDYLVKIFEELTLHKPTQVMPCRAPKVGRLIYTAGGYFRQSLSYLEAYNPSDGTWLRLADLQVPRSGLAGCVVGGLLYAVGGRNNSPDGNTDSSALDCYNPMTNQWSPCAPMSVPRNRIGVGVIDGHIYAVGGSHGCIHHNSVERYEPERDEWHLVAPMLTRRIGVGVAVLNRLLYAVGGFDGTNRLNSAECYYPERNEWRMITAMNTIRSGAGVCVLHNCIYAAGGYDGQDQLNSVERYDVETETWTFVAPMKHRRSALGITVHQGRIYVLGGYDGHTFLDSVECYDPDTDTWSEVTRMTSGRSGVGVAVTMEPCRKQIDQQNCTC
PvdQ inh = P. aeruginosa PvdQ acylase inhibition; purified PvdQ acylase, fluorescence plate reader; inhibition, % at 10 µM; 340,000 tested, 0.063% active; AID 488965; in the data active means inhibition above about 30%, passing the limit was not always enough;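 further: 0% = vehicle neutral wells and 100% = reference inhibitor wells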
SR-BI DiI-HDL act = SR-BI HDL lipid transfer activation; activation, % at 12.5 µM; AID 504775; 320,000 tested, 0.096% active; CHO ldlA[mSR-BI] cells, DiI-HDL uptake fluorescence, 3 h; 100 = double the neutral-control signal;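 active means mean replicate activation of at least 60% and every replicate at or above 60%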;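 further: 0% = median plate neutral-control signal and 100% = twice that signal; values of inactives mirror those of a sister screen read the other way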
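Assay system: CHO ldlA[mSR-BI] cells, LDL receptor-null, SR-BI overexpressing; medium: Ham's F12 with 0.5% BSA, HEPES 25 mM, pH 7.4; also added: DiI-HDL 10 µg/mL; timing: 3 h uptake period with compound, 37 °C; signal: DiI fluorescence, bottom read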
LANA DNA inh = blocks KSHV LANA C-terminal domain binding to DNA. MBP-C-LANA/FAM-LBS DNA binding, fluorescence polarization. inhibition, % at 9 µM. 340,000 tested, 0.078% active. AID 504423;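 active means highest replicate inhibition at or above 60% at 9 µM, even if other replicates fall short; inactive means all replicates below 60% inhibition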;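 further: 0% = neutral control wells and 100% = 4 µM acridine orange control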
NSD2 HMT inh = NSD2 (human) methyltransferase inhibition; NSD2 peptide methylation, AlphaScreen, 120 min; inhibition, % at 12.5 µM; 310,000 tested, 0.54% active; AID 743445; in the data active means inhibition above about 50%
RTF Ca sens inh = cardiac RTF calcium desensitization; P19429+P45379; IANBD-labeled cardiac RTF, Ca2+ fluorescence; inhibition, % at 7.15 µM; 340,000 tested, 0.12% active;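 active means inhibition above the mean inhibition of all tested compounds plus 3 SD, cut at about 17% in these data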;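 further: assay run at fixed EC70 calcium of 1.6 mM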
DAGLB inh = blocks human DAGLB lipase activity. inhibition, % at 5.17 µM. Q8NCG7. 340,000 tested, 0.059% active. HEK293T DAGLB membrane lysate, EnzChek fluorogenic substrate; in the data active means inhibition above about 34%;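 further: 0% = enzyme with vehicle and 100% = wells lacking enzyme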
SR-BI HDL uptake = blocks mouse SR-BI lipid uptake from DiI-HDL; 320,000 tested, 0.96% active; AID 488896; Q61009; ldlA[mSR-BI] CHO cells, DiI-HDL uptake fluorescence, 3 h; inhibition, % at 12.5 µM;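 active means mean replicate inhibition of at least 70% and a set share of replicates each scoring 70 or more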;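 further: 0% = median of neutral control wells and 100% = median of positive control wells; values of inactives mirror those of a sister screen read the other way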
Arrestin-AP2 inh = human beta-arrestin and AP2 interaction inhibition. FITC-arrestin peptide / GST-AP2 beads, flow cytometry; AP2 beta2 appendage carries R879A mutation. inhibition, % at 10 µM. 340,000 tested, 0.31% active;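 active means inhibition above a set limit, near 3 SD of compounds lacking own fluorescence, cut at about 54% in these data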;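 further: plate controls were DMSO wells for no effect and 5 µM unlabelled arrestin peptide for full effect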
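Assay system: GST-AP2 R879A bound to glutathione beads, E. coli-expressed; Medium: PBS with 0.05% Tween 20 and 0.1% BSA; Also added: fluorescein-tagged arrestin peptide at 50 nM final; Timing: 12 min plus 1 h, RT; Measured by: flow cytometry, FL1 (488/535 nm); Evaluation: percent drop in bead-associated FITC signal.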
* marks the source's active call; other numbers are inactive results; / = no result given.

SMILES | PKA-R2B activ | Keap1-Nrf2 PPI | PvdQ inh | SR-BI DiI-HDL act | LANA DNA inh | NSD2 HMT inh | RTF Ca sens inh | DAGLB inh | SR-BI HDL uptake | Arrestin-AP2 inh
O=C(CSc1n[nH]c(-c2ccncc2)n1)Nc1ccc(Cl)c(C(=O)O)c1 | 0.9 | 2.2 | -3.4 | / | -0.4 | 5.6 | -3.2 | -0.1 | / | 18.5
CS(=O)(=O)N(Cc1ccccc1)c1ccc(C(=O)N2CCc3ccccc3C2)cc1 | 14.2 | -0.1 | -7.1 | -34.1 | -0.6 | -1.3 | -4.4 | 0.0 | 34.1 | -1.8
Cc1ccc(NC(=O)c2ccc(NCc3ccc(F)cc3)nc2)cc1 | -10.3 | -1.8 | -11.2 | -31.5 | 1.4 | -1.7 | 0.9 | 0.6 | 31.5 | 0.1
Cc1ccc(OCCN(C)C(=O)C2CCC(=O)N(Cc3ccccc3F)C2)cc1 (configuration not stated) | 0.2 | 0.3 | -4.6 | -5.8 | -0.7 | -1.7 | -21.0 | 0.5 | 5.8 | -11.5
CCN(C(=O)COC(=O)c1ccc2c(c1)OCO2)c1ccccc1 | 5.2 | -0.2 | -4.6 | 21.4 | -0.6 | -1.3 | -1.2 | -1.7 | -21.4 | 31.9
O=C(CCc1nc(-c2ccccc2Cl)no1)NCC1CCCO1 (configuration not stated) | -11.6 | -1.6 | -9.5 | 3.5 | 1.3 | -1.2 | 2.4 | -2.0 | -3.5 | 13.3
O=C(CCNC(=O)c1ccc(Br)o1)NCc1ccccn1 | 6.0 | -1.5 | -17.7 | 21.6 | -1.3 | / | -13.8 | -0.2 | -21.6 | 8.2
COc1ccc2oc(=O)c(C(=O)O)cc2c1 | -5.1 | -2.8 | 15.0 | 19.0 | 0.1 | 3.7 | 6.5 | -0.7 | -19.0 | 7.1
CCOc1ccc(NC(=O)c2ccc(NC(=O)c3ccc(CN4CCOCC4)cc3)cc2)cc1 | -8.2 | -5.6 | 4.5 | / | 0.3 | 2.5 | 0.8 | 0.9 | / | 16.4
Cc1cccc(N(CC(=O)N/N=C/c2cc([N+](=O)[O-])ccc2Cl)S(C)(=O)=O)c1C | -3.5 | -1.5 | 0.4 | 9.1 | -2.0 | 0.3 | -6.3 | -2.5 | -9.1 | 30.1
O=C(NCCCNC(=O)c1cc(Cl)ccc1Cl)c1ccco1 | 0.5 | -2.2 | 18.7 | 19.6 | -0.4 | 2.4 | -19.0 | -1.7 | -19.6 | 4.8
N#CCc1nc(CSc2nc3ccccc3o2)cs1 | -7.3 | 3.5 | -6.8 | -19.3 | 3.1 | -2.4 | -6.9 | -0.9 | 19.3 | 6.0
CC(C(=O)Nc1ccccc1)N1CCN(C(=O)c2ccco2)CC1 (configuration not stated) | -7.3 | -4.5 | 8.8 | 8.3 | -0.1 | -3.7 | 4.5 | 1.2 | -8.3 | 21.4
CC1(C)CC(C(CC(=O)Nc2nccs2)c2ccccc2)CCO1 (configuration not stated) | -3.7 | 3.1 | 4.1 | 19.2 | 1.5 | 2.3 | -15.2 | -1.5 | -19.2 | -5.6
Cc1ccc(NS(=O)(=O)c2ccc3c(c2)NC(=O)C(C)C(=O)N3)c(Br)c1 (configuration not stated) | 5.5 | -0.5 | -12.4 | 17.2 | 0.0 | / | -3.3 | 1.2 | -17.2 | 8.8

Some of these compounds in order of their number in SR-BI DiI-HDL act, ascending:
compound	PKA-R2B activ	Keap1-Nrf2 PPI	PvdQ inh	SR-BI DiI-HDL act	LANA DNA inh	NSD2 HMT inh	DAGLB inh	SR-BI HDL uptake	Arrestin-AP2 inh
Cc1ccc(NC(=O)c2ccc(NCc3ccc(F)cc3)nc2)cc1	-10.3	-1.8	-11.2	-31.5	1.4	-1.7	0.6	31.5	0.1
Cc1ccc(OCCN(C)C(=O)C2CCC(=O)N(Cc3ccccc3F)C2)cc1 (configuration not stated)	0.2	0.3	-4.6	-5.8	-0.7	-1.7	0.5	5.8	-11.5
CC(C(=O)Nc1ccccc1)N1CCN(C(=O)c2ccco2)CC1 (configuration not stated)	-7.3	-4.5	8.8	8.3	-0.1	-3.7	1.2	-8.3	21.4
Cc1cccc(N(CC(=O)N/N=C/c2cc([N+](=O)[O-])ccc2Cl)S(C)(=O)=O)c1C	-3.5	-1.5	0.4	9.1	-2.0	0.3	-2.5	-9.1	30.1
Cc1ccc(NS(=O)(=O)c2ccc3c(c2)NC(=O)C(C)C(=O)N3)c(Br)c1 (configuration not stated)	5.5	-0.5	-12.4	17.2	0.0	/	1.2	-17.2	8.8
COc1ccc2oc(=O)c(C(=O)O)cc2c1	-5.1	-2.8	15.0	19.0	0.1	3.7	-0.7	-19.0	7.1
O=C(CCNC(=O)c1ccc(Br)o1)NCc1ccccn1	6.0	-1.5	-17.7	21.6	-1.3	/	-0.2	-21.6	8.2

Compound profiles (already shown).
Results for Cc1ccc(OCCN(C)C(=O)C2CCC(=O)N(Cc3ccccc3F)C2)cc1 (configuration not stated) = PKA-R2B activ: 0.2; Keap1-Nrf2 PPI: 0.3; PvdQ inh: -4.6; SR-BI DiI-HDL act: -5.8; LANA DNA inh: -0.7; NSD2 HMT inh: -1.7; RTF Ca sens inh: -21.0; DAGLB inh: 0.5; SR-BI HDL uptake: 5.8; Arrestin-AP2 inh: -11.5
Results for Cc1cccc(N(CC(=O)N/N=C/c2cc([N+](=O)[O-])ccc2Cl)S(C)(=O)=O)c1C = PKA-R2B activ: -3.5; Keap1-Nrf2 PPI: -1.5; PvdQ inh: 0.4; SR-BI DiI-HDL act: 9.1; LANA DNA inh: -2.0; NSD2 HMT inh: 0.3; RTF Ca sens inh: -6.3; DAGLB inh: -2.5; SR-BI HDL uptake: -9.1; Arrestin-AP2 inh: 30.1

Additional entries follow:
SMILES | PKA-R2B activ | Keap1-Nrf2 PPI | PvdQ inh | SR-BI DiI-HDL act | LANA DNA inh | NSD2 HMT inh | RTF Ca sens inh | DAGLB inh | SR-BI HDL uptake | Arrestin-AP2 inh
Cc1c(C(=O)OC2CCCCC2)sc2nc[nH]c(=O)c12 | -5.8 | -3.3 | 6.8 | 6.7 | -0.2 | -1.0 | -5.0 | 1.9 | -6.7 | 20.5
COc1ccc(-c2cc(=O)oc3c(C)c(OCc4nn[nH]n4)ccc23)cc1 | 8.9 | 2.8 | 0.2 | 28.1 | 0.9 | 2.3 | -5.5 | 6.7 | -28.1 | 11.2
COC(=O)CN(c1cc(Cl)ccc1OC)S(=O)(=O)c1ccc(OC)c(OC)c1 | -8.8 | 4.7 | -9.0 | 23.6 | -0.4 | -1.7 | -0.2 | -1.7 | -23.6 | 10.3
Cc1ccc(NC(=O)C[n+]2cc(-c3ccc(C)cc3)n3c2CCC3)cc1 | 6.1 | -3.8 | -5.3 | 6.3 | -1.1 | -3.0 | -0.8 | 0.0 | -6.3 | 1.9
COc1ccc(-c2ccc([C@H]3[C@H]4C=CC[C@@H](C)[C@@H]4C(=O)N3Cc3ccccc3)c(F)c2)cc1OC | -6.1 | -8.6 | -4.5 | -26.0 | -0.7 | / | -3.5 | -3.4 | 26.0 | 3.5
CCOC(=O)c1cc(NC(=O)N(C)C2CCCCC2)c(C)nc1C | -4.0 | -1.6 | 4.3 | -73.7 | 2.3 | -3.7 | 13.1 | -2.9 | 73.7* | 22.8
CC(CC(=O)N1CCN(c2ccccc2)CC1)c1ccccc1 (configuration not stated) | 4.6 | 2.8 | 14.6 | 5.2 | 0.1 | -1.7 | 14.1 | -4.5 | -5.2 | 5.7
O=C(c1cn(-c2ccccc2)nc1-c1ccc(Cl)s1)N1CCOCC1 | 6.3 | 4.4 | -7.0 | -53.9 | 0.8 | -1.9 | -2.4 | -3.9 | 53.9 | -11.7
N#Cc1nc(-c2ccco2)oc1NCCN1CCOCC1 | -5.3 | -2.6 | -3.7 | 3.5 | 0.5 | 3.8 | -1.9 | 0.5 | -3.5 | 6.7

Compounds as they come (roughly 2.1% active in at least one column).
